ADAM17 inh = inhibitors of human ADAM17; AID 720648; P78536; 0.83% of 370,000 active; inhibition, % at 6.95 µM; recombinant ADAM17, EDANS/DABCYL FRET peptide cleavage;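 active means inhibition above the mean of compounds lying between control limits plus 3 SD, set per campaign, cut at about 8.5% in these data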;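 further: 0% = DMSO-only wells as the low control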
ARFGAP1 inhibitor = inhibits rat ARF GTPase activating protein 1 | Q62848 | Arfgap1-stimulated ARF1 GTP hydrolysis, GDP FP detection | inhibition, % at 16.5 µM | 0.26% of 360,000 active;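 active means inhibition above a per-plate limit, mean inhibition of low control wells plus 3 SD, cut at about 25% in these data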;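 further: 0% = DMSO wells with enzyme and 100% = wells lacking Arfgap1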
Target sequence (Q62848 1-136 limits assumed): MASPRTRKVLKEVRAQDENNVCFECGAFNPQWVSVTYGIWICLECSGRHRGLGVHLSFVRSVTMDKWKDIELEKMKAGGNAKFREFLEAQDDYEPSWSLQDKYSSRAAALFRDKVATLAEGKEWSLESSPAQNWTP
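Material: rat Arfgap1 GAP domain (His6, aa 1-136), purified enzyme. Also added: human ARF1(Δ1-17)-GTP substrate. Compound dosing: 16.5 µM single point, 1.26% DMSO. Timing: enzyme reaction 120 min at 25 °C after 20 min preincubation. Signal: GDP detection by fluorescence polarization. Read-out basis: percent inhibition of GAP-stimulated GDP formation, scaled between DMSO and no-Arfgap1 medians.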
ADAM10 inh = ADAM10 inhibition, QFRET primary screen; recombinant ADAM10, EDANS/DABCYL FRET peptide cleavage, 3 h; inhibition, % at 7 µM; O14672; 0.62% of 370,000 active;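 active means inhibition above a per-campaign cutoff equal to the mean of compounds falling between control-based bounds plus 3 SD, cut at about 20% in these data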;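 further: 0% = DMSO wells while the 100% control is not disclosed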
Target sequence (O14672 214-748 limits assumed): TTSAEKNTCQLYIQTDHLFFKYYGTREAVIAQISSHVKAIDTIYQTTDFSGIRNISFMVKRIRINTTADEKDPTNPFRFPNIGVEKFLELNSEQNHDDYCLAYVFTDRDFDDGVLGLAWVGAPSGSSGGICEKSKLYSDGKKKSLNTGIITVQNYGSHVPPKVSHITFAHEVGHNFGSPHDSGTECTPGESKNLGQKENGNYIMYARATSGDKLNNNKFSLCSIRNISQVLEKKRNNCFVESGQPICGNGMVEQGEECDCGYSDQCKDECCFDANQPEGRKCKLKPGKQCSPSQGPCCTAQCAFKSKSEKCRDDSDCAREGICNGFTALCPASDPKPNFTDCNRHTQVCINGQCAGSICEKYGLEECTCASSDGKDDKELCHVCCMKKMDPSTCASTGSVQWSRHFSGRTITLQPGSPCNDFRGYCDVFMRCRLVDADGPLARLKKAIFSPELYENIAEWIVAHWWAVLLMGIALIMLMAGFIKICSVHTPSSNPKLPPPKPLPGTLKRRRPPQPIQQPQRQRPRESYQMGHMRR
SIAE primary = blocks human sialic acid acetylesterase. SIAE FP-Rh probe binding, fluorescence polarization. inhibition, % at 9.66 µM. 0.69% of 370,000 active;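 active means inhibition above a cutoff: mean of compounds within the control limits plus 3 SD of those, cut at about 17% in these data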;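 further: 0% = plate median of compound wells and 100% = probe without SIAE protein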
ASAP1 inh = ASAP1 ArfGAP inhibition; 0.19% of 360,000 active; ASAP1-stimulated ARF1 GTP hydrolysis, GDP FP detection; inhibition, % at 16.5 µM; Q9ULH1; in the data active means inhibition above about 25%;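 further: 0% = vehicle with enzyme and substrate and 100% = no enzyme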
Target sequence (Q9ULH1 325-724 limits assumed): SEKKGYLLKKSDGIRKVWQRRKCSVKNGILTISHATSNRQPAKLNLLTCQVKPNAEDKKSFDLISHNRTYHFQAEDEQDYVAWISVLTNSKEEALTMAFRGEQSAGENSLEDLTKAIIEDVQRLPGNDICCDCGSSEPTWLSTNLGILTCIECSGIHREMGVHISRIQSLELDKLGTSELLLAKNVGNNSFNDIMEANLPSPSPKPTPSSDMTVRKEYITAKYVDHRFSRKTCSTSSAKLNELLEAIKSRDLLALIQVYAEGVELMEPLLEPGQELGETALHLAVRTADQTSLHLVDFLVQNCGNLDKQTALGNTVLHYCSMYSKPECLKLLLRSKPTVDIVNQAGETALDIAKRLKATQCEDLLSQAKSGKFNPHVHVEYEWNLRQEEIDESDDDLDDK
DDE Tn7 FP inh = DD(E)-Tn7 binding inhibition, primary FP screen; FP displacement of FITC-Tn7 peptide from fibrin DD(E); 0% = median of compound wells per plate; inhibition, % at 8.3 µM; 0.13% of 370,000 active; AID 720508;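 active means inhibition above the mean of compounds falling within the control limits plus 3 SD of them, cut at about 14% in these data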;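 further: 0% = plate median of compound wells and 100% = 10 µM Aha-Tn7 peptide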
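Measure: % inhibition scaled between sample-field median and high-control FP; Test system: human fibrin DD(E); Quantity: 2 µM final DD(E) protein; Doses: one dose, 8.3 µM nominal; Schedule: compound with protein 10 min, then 3 h after probe, room temperature; Detection: fluorescence polarization; Medium: Tris buffer with calcium and detergent, pH 7.8.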
PLC-gamma1 inh = inhibitors of human phospholipase C gamma1; P19174; purified PLC-gamma1, fluorogenic substrate, fluorescence; inhibition, % at 12.2 µM; 0.84% of 370,000 active; in the data active means inhibition above about 9.5%
Tn6 DDE FP = inhibitors of Tn6 peptide binding to human fibrin DD(E). P02675. Fibrin DD(E) TRITC-Tn6 fluorescence polarization displacement. inhibition, % at 8.3 µM. 0.21% of 370,000 active. AID 720509;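 active means inhibition above a per-campaign cutoff: mean of compounds within control limits plus 3 SD, cut at about 15% in these data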;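 further: 0% = median of all compound wells on the plate and 100% = blocking peptide control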
PLC-beta3 inh = inhibitors of human phospholipase C beta3 | Purified PLC-beta3, fluorogenic substrate, fluorescence | AID 720704 | inhibition, % at 12.2 µM | 0.18% of 370,000 active; in the data active means inhibition above about 11%;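 further: 0% = median of compound wells on plate and 100% = full blocker control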
TDP2 inh = blocks human TDP2 phosphodiesterase activity | O95551 | recombinant TDP2, T5PNP hydrolysis, p-nitrophenol absorbance 415 nm | inhibition, % at 12.8 µM | 0.34% of 370,000 active;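 active means inhibition above the mean of all tested compounds plus 3 SD, set per campaign, cut at about 25% in these data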;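 further: 0% = DMSO with enzyme and 100% = buffer with substrate but no TDP2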
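Test system: Human TDP2 enzyme | Reagent: 5 mM T5PNP | Compound dosing: 12.8 µM single point, 1% DMSO | Incubation: Enzyme reaction with compound for 2 h at 37 °C | Technique: p-Nitrophenol epi absorbance | Read-out: % inhibition relative to enzyme-containing and enzyme-free wells | Benchmarks: High control without enzyme, low control DMSO plus TDP2 | Replicates: Singlicate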
Active calls of the source: *; i = inactive; / = not tested or not shown.

ADAM17 inh	ARFGAP1 inhibitor	ADAM10 inh	SIAE primary	ASAP1 inh	DDE Tn7 FP inh	PLC-gamma1 inh	Tn6 DDE FP	PLC-beta3 inh	TDP2 inh	compound
0	7	7	3	7	4	2	0	5	9	COc1nc(OC)nc(N2CCC(C(=O)NCc3ccc(F)cc3)CC2)n1
0	-6	-3	-5	-19	3	4	0	-7	1	Cc1cccc(N2CCN(C(=O)c3ccc(NC4=NC5CS(=O)(=O)CC5S4)cc3)CC2C)c1 (stereo not drawn)
-4	-8	-4	-9	3	4	0	-6	-1	14	COCCNCCOc1ccccc1-c1ccccc1
4	3	2	-38	5	0	0	-9	-20	3	Cc1ccnc(NS(=O)(=O)c2ccc(NC(=O)c3cc(-c4ccc(Br)cc4)nc4ccccc34)cc2)n1
-1	-6	-7	4	-3	-2	-4	-4	-10	-4	CN(C)CCNC(=O)/C(=C/c1ccc(-c2cccc(Cl)c2)o1)NC(=O)c1ccccc1
-7	-5	-10	-86	4	0	-11	-5	-14	2	COC(=O)c1c(NC(=O)COC(=O)c2ccc(NC(=O)CC#N)cc2)sc2c1CCCCC2
-3	-3	-8	-11	-2	1	0	6	1	-11	CCCCOC(=O)c1ccc(NC(=O)c2c(N)n(C)c(=O)[nH]c2=O)cc1
11*	8	19	-3	2	-7	6	-6	-5	-13	COc1ccc(NC(=O)COc2ccccc2Cc2ccccc2)cc1S(N)(=O)=O
-1	14	-1	-5	3	5	-5	6	-3	0	O=C(CN1C(=O)NC2(CCCCC2)C1=O)Nc1cc(C(F)(F)F)ccc1N1CCCCC1
0	2	3	8	5	-4	0	3	2	2	Cc1ccc[n+](/C(C(=S)NCc2ccco2)=C(/[O-])c2ccccc2Cl)c1
-4	-6	3	-3	3	5	-14	5	4	4	CCCCNC(=O)C1CCN(Cc2ccc(OCc3ccccc3)cc2)CC1
0	-7	-10	0	-7	7	1	-7	-1	6	COc1ccc2c(c1)c1nnc(SCC(=O)NC3CC3)nc1n2C
-3	2	4	0	-14	0	1	-4	-2	3	C=CCn1c(CCNC(=O)c2ccccc2F)nnc1SCC(=O)Nc1nc(C)cs1
0	-1	5	0	-1	-2	-2	-6	-4	7	COC(=O)c1ccc(COC(=O)C2CCN(S(=O)(=O)c3ccccc3C(=O)OC)CC2)cc1
-24	7	-95	1	-1	-5	-28	-4	-42	-9	COc1ccccc1/C=C/C(=O)OCC(=O)NCc1ccc2c(c1)OCO2
-2	4	-6	-4	-5	1	-4	4	-2	4	O=C(CCCCCn1c(=S)[nH]c2ccccc2c1=O)N1CCOCC1
-1	1	0	-8	-4	6	-3	3	1	3	COc1ccc(-c2csc(NC(=O)c3ccc(N4C(=O)CCC4=O)cc3)n2)cc1
-5	-4	-10	-9	-4	-1	-1	-3	-3	-2	O=[N+]([O-])c1ccc(C2(O)CN(c3ccccc3)C3=[N+]2CCS3)cc1 (stereo not drawn)
0	-6	-10	-9	6	-1	2	7	-8	5	O=C(NCc1ccco1)/C(=C/C=C\c1ccccc1)NC(=O)c1ccc(Br)o1
2	1	-4	-2	-4	10	6	9	0	4	COC(=O)C1=C(C(=O)OC)[C@@H]2Nc3ccccc3[C@@]23C[C@@H](C(=O)OC)N(C(C)=O)C3=N1
5	-11	11	-24	-22	-3	0	-1	-5	-7	Cc1cccc(C)c1-n1cccc1/C=C1\SC(=S)N(c2cccc(C(=O)O)c2)C1=O
-6	-8	-2	6	-13	3	-14	0	-18	-3	Cc1ccc(N2CCN(C(=S)c3ccc(N(C)C)cc3)CC2)cc1
-5	-15	-7	1	9	4	0	0	1	-6	COc1ccc(NC(=O)CN2CCC(C(N)=O)(N3CCCCC3)CC2)c(OC)c1
-13	21	-79	-219	5	-5	-281	16*	-319	-7	Cc1ccc(NS(=O)(=O)c2ccc(Cl)c(C(=O)Nc3ccccc3-c3nc4ccccc4[nH]3)c2)cc1C

3 structures from above, arranged by count of non-hydrogen atoms, descending:
ADAM17 inh	ARFGAP1 inhibitor	ADAM10 inh	SIAE primary	ASAP1 inh	DDE Tn7 FP inh	PLC-gamma1 inh	Tn6 DDE FP	PLC-beta3 inh	TDP2 inh	compound
11*	8	19	-3	2	-7	6	-6	-5	-13	COc1ccc(NC(=O)COc2ccccc2Cc2ccccc2)cc1S(N)(=O)=O
-24	7	-95	1	-1	-5	-28	-4	-42	-9	COc1ccccc1/C=C/C(=O)OCC(=O)NCc1ccc2c(c1)OCO2
-3	-3	-8	-11	-2	1	0	6	1	-11	CCCCOC(=O)c1ccc(NC(=O)c2c(N)n(C)c(=O)[nH]c2=O)cc1

Going on with the list:
ADAM17 inh	ARFGAP1 inhibitor	ADAM10 inh	SIAE primary	ASAP1 inh	DDE Tn7 FP inh	PLC-gamma1 inh	Tn6 DDE FP	PLC-beta3 inh	TDP2 inh	compound
-1	-6	-3	-1	-4	1	-2	5	-5	-4	CCN(C(=O)COC(=O)CCC(=O)c1cccs1)C1CCCCC1
-3	2	-8	4	10	3	-1	8	-9	-8	C/C(=N\NC(=O)CNC(=O)C1COc2ccccc2O1)c1ccco1 (stereo not drawn)
-11	5	-25	-5	-15	0	-14	-7	-12	8	N#CCSc1ccccc1NC(=O)COC(=O)Cc1c[nH]c2ccccc12
0	3	6	-3	-4	-12	3	-10	0	-5	O=C(C1CCC1)N1CCC(O)(c2cccc(F)c2)CC1
-4	-5	-5	5	3	7	-2	1	2	-8	CC1CCCN(C(=O)CN2C(=O)c3ccccc3C2=O)C1 (stereo not drawn)
-2	0	-8	-5	10	-2	3	6	-1	3	Cc1cccc(C(=O)N2CCN(C(=O)c3cccc(C)c3)C(C)C2)c1 (stereo not drawn)
1	-1	-3	-3	-1	3	1	2	-1	3	CCOC(=O)N1CCN(C(=O)c2cc(S(=O)(=O)N3CCc4ccccc43)ccc2OC)CC1
-7	8	-25	3	3	3	-12	-9	-21	-5	Cc1nc(N/N=C/c2ccc(O)cc2O)cc(N2CCOCC2)n1
0	-3	-2	-9	7	-5	1	7	-5	2	Cc1cc(NC(=O)CN(C)CC(=O)Nc2ccc(F)c(F)c2F)no1
-2	13	1	-2	-1	-5	0	2	1	4	CNC(=O)NC1CCCCc2sccc21 (stereo not drawn)
-5	11	-4	-4	3	5	2	2	-7	-10	Cc1ccc(/C=C/C(=O)NCc2cccs2)c(C)c1
-2	1	5	5	-6	-7	3	-5	-3	15	O=C(COc1ccc([N+](=O)[O-])cc1)NNC(=O)Nc1ccccc1F
-3	-6	3	-1	-8	2	-3	-5	-6	-3	Cc1ccc(NC(=O)c2cccs2)cc1NC(=O)c1ccc(F)cc1
-2	-6	-3	7	4	1	-5	-6	-3	20	CN(NS(=O)(=O)c1cccs1)c1ncc(C(F)(F)F)cc1Cl
-3	-2	-7	2	-5	-2	-5	-4	-2	-7	CC1CC(C(F)(F)F)n2nc(C(=O)O)cc2N1 (stereo not drawn)
3	18	-6	5	11	-5	8	3	-15	-8	COc1ccccc1-c1cc(C(=O)N2CCN(c3ccccc3)CC2)no1
-6	0	-4	-1	6	2	0	0	-2	-6	Clc1ccc2c(c1)C(N1CCNCC1)=Nc1ccccc1O2
5	9	13	4	2	0	-3	-6	-7	-6	NS(=O)(=O)c1cccc(NC(=O)CSc2nc3ccccc3n2-c2ccccc2)c1
-4	19	-18	6	1	3	-1	5	-1	-6	COCc1cc(N2CCNC[C@H]2C)ccc1N1CCN(Cc2ccccc2)[C@@H](C)C1
-3	4	2	-5	2	1	3	-14	-4	-13	CN(C)c1c(N)c(=O)oc2ccccc12
1	0	8	-4	2	5	0	4	5	0	O=C(CN1C(=O)C2C3C=CC(C3)C2C1=O)NCc1ccccc1 (stereo not drawn)
0	9	2	-60	7	-5	3	1	5	-2	CC(C)(C)c1ccc(C(=O)NCC(=O)OCC(=O)Nc2nc(-c3ccc(F)cc3)cs2)cc1
-7	-9	-21	-1	-15	11	-3	3	-4	-1	Cc1ccc(C(=O)O)c(NC=O)c1OCc1ccccc1
-2	-2	6	2	15	8	2	3	-7	-4	CN(C)CCNC(=O)C(=O)NCC1CCCN1S(=O)(=O)c1cccs1 (stereo not drawn)
3	6	7	-2	-16	1	2	3	4	-6	COC(=O)c1sccc1S(=O)(=O)Nc1ccc(C(O)(C(F)(F)F)C(F)(F)F)cc1
-5	0	-8	-4	3	-3	0	10	-4	0	O=C(COC(=O)CCNS(=O)(=O)c1ccccc1)NC(=O)Cc1ccccc1
0	9	3	8	1	-8	5	-5	2	-5	Cn1c(=O)c2c(nc(NC3CCCCC3)n2CC(=O)C23CC4CC(CC(C4)C2)C3)n(C)c1=O
1	4	3	-12	-1	0	1	-1	1	-8	COC(=O)c1ccc(N/C(=N/S(=O)(=O)c2ccccc2)c2ccccc2)cc1
1	7	-4	5	-6	-2	0	7	0	-10	O=c1c(Cc2ccc(Cl)cc2)c(O)ccn1Cc1ccncc1
-2	6	2	3	0	4	-24	3	-34	1	CN(C)C(=O)c1ccc(NC(=O)c2ccc(-c3ccc(Cl)cc3)o2)cc1
-1	4	-1	-2	5	-3	1	1	-7	20	CCCC(C(=O)Nc1cc(S(=O)(=O)N2CCOCC2)ccc1OC)c1ccccc1 (stereo not drawn)
0	6	5	2	-7	6	-4	0	-4	4	COC(=O)c1ccccc1S(=O)(=O)N1CCC(C(=O)NCc2ccccn2)CC1
6	7	7	-16	10	-6	-4	-3	-6	-6	COc1ccccc1/C=C/C(=O)Nc1ccc2c(c1)CCC2
-6	/	-5	5	/	-3	1	2	1	6	O=C(Cn1nnc(-c2ccncc2)n1)Nc1ccc(F)cc1F
-2	-3	2	2	2	0	1	-4	1	-2	COc1ccccc1C(=O)NCCN1CCC(n2c(=O)[nH]c3ccccc32)CC1
-1	11	7	-12	9	0	1	-1	-4	-8	Cc1ccc(CN2CC(C(=O)Nc3ccc(C)c(S(=O)(=O)N4CCCCC4)c3)CC2=O)cc1 (stereo not drawn)
-4	6	0	-6	-5	1	0	0	-7	3	CCOC(=O)c1ccc(N2C(=O)C3CCCN3C2=S)cc1 (stereo not drawn)
1	17	-3	-11	5	0	-1	1	2	7	COc1cccc(NC(=O)c2ccc(-n3cccn3)nc2)c1
i	19	i	-1	8	-5	i	-8	i	-6	CN(C(=O)c1cc2c(=O)n3ccccc3nc2n1C)C1CCCCC1
1	3	0	1	8	-5	2	3	4	-8	CCS(=O)(=O)c1nc2ccccc2n1CC(=O)N1CCOCC1
5	-1	15	-9	17	-2	5	3	11*	-24	O=C(Nc1ccc(Br)cc1)C1CCCN(S(=O)(=O)c2cccnc2)C1 (stereo not drawn)

Screening data deposited in PubChem by The Scripps Research Institute Molecular Screening Center.
